# Sm TGR inh: S. mansoni TGR enzyme inhibition. AID 485364. hit rate 3% among 360,000. Potency, µM (highest dose often 114 µM), without a hit: at the top dose activity change, negative = inhibition, hits mostly inhibitors. purified TGR, DTNB reduction, TNB absorbance 405 nm; note: nearly all actives have a fitted effect of over 60% in size
#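 First, TGR (20 nM dispensed) and NADPH were mixed with compound. Second, a 15 min room-temperature incubation followed. Third, further NADPH and then DTNB were added to start the reaction. Finally, TNB absorbance was monitored kinetically.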
# HCV inhibitor: HCV inhibition; AID 651820; hit rate 3.4% among 340,000; Potency, µM (doses to about 41.8 µM), for inactives: at the highest dose activity change, negative = inhibition, most hits filed as inhibitors; Huh7.5.1 HCVcc-Cre infection, luciferase reporter, 44 h
#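 Compounds are dispensed onto cells plated 4 h earlier at 1,000 per well, with HCVcc-Cre virus (about 0.5 moi) added next. Following 44 h of culture, luminescent signal is measured for 15 sec after 15 min with substrate at room temperature.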
# Pf growth 96h: P. falciparum growth inhibition at 96 hours. P. falciparum luciferase reporter growth, 96 h. Potency, µM (highest dose often 28.7 µM), inactives show at the highest dose activity change, negative = inhibition, hits mostly inhibitors. hit rate 6.9% among 320,000
#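 Erythrocytes infected with luciferase-expressing P. falciparum were dispensed at 2% hematocrit and 0.05% parasitemia (final), then incubated with compounds 96 hours at 37 C in 5% CO2. Luminescence after detection reagent addition reported growth.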
# Pf growth 48h: P. falciparum growth inhibition at 48 hours (one generation). AID 504832. P. falciparum luciferase growth in erythrocytes, 48 h. hit rate 5.9% among 310,000. Potency, µM (highest dose often 28.7 µM), without a hit: at the highest dose activity change, negative = inhibition, actives largely listed as inhibitors
#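 In quantitative HTS format, infected erythrocytes bearing luciferase-reporter parasites were treated for a single generation at 37 C. Luminescence after adding detection reagent served as the growth measure.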
# Tb PYK inh: T. brucei pyruvate kinase inhibition; Potency, µM (highest dose often 76.8 µM), for inactives: at the top dose activity, negative = inhibition, most hits filed as inhibitors; AID 624173; TbPYK enzyme, Kinase-Glo Plus ATP luminescence, 45 min; Q57TT1; hit rate 0.12% among 410,000; note: nearly all actives have a fitted effect of over 50% in size
#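 Quantitative HTS: titrated library compounds versus trypanosomal pyruvate kinase in TEA buffer (pH 7.2) containing KCl, MgCl2, BSA and Tween-20. Reactions were initiated with ADP, 130 uM final. Kinase-Glo Plus luminescence was read after 45 min at RT.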
# LmPK inh: blocks Leishmania mexicana pyruvate kinase activity; Q27686; purified LmPK, Kinase-Glo ATP luminescence, 1 h; Potency, µM (titrated, usually from 57.5 µM), without a hit: top-dose activity change, negative = inhibition, actives largely listed as inhibitors; hit rate 0.37% among 290,000; AID 1721
# Target sequence (Q27686 whole entry, looked up): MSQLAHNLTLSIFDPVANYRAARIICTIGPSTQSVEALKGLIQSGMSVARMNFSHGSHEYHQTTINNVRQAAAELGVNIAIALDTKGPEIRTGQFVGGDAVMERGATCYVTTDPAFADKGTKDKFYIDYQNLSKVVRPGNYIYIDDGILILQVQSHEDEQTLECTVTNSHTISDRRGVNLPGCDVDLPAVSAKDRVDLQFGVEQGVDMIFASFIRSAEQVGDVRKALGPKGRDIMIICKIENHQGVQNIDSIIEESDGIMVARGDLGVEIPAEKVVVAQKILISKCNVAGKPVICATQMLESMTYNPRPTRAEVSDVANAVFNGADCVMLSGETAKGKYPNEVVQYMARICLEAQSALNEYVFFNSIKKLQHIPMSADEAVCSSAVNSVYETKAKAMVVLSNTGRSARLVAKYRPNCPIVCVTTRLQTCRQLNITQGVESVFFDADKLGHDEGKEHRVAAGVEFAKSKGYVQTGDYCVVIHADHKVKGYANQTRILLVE
#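 Pyruvate kinase activity monitored as ATP production (luciferase luminescence). Conditions: 0.1 nM enzyme, 0.5 mM PEP, 0.1 mM ADP, 1 h, RT; normalized against uninhibited and no-enzyme wells.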
# Starred values were filed as active, the others as inactive; u = inconclusive; x = no result given; & = joins results of further samples; [ ] = dose if it differs, or a comment. Calls come from the whole dose curve; as a rule, active = well fitted curve in the direction sought with a large enough effect; inconclusive = small, poorly fitted or top-dose-only effect, or another doubt; inactive = no such curve, though single readings can be large; an effect the other way counts as inactive or inconclusive. % is set by controls: 0 for no effect and ±100 for the full control effect; potency is the fitted concentration of half-maximal effect.
cpd | SMILES | Pf growth 96h | Sm TGR inh | LmPK inh
1 | O=C(NCc1ccc(Cl)cc1)c1ccccc1Oc1ccccc1 | u | -3% | 0%
2 | COc1ccc(N2CCN(C(=O)COC(=O)CCc3ccccc3OC)CC2)cc1 | -8% | -1% | x
3 | CC(=O)c1ccc(NC(=O)CSc2nnc(-c3ccncc3)o2)cc1 | u | 4% | x
4 | COc1ccc(C(c2sc3nc(C)nn3c2O)N2CC(C)OC(C)C2)cc1OC (stereo unspecified) | -8% | 1% | -2%
5 | COc1ccc(NC(=O)CCCn2c(=S)[nH]c3ccccc3c2=O)cc1 | u | 2% | 2%
6 | Cc1ccc([N+](=O)[O-])cc1Nc1nc(N2CCOCC2)nc(N2CCOCC2)n1 | u | 1%[57.1 µM] | -4%
7 | Cc1ccccc1N(CC(=O)NCc1ccco1)C(=O)CNS(=O)(=O)c1ccc(F)cc1 | -19% | 40µM* | -2%
8 | Cc1ccc2nc(-c3ccc(O)cc3)c(Nc3ccc4c(c3)OCCO4)n2c1 | u | -1%&0% | 6%
9 | Cc1nn(Cc2ccccc2)c(C)c1NC(=O)CSc1nc(-c2ccccc2)nc2c1cnn2-c1ccccc1 | u | 6% | 1%
10 | C=CCOc1ccc(/C=C/C(=O)OCC(=O)NC2CCCCCCC2)cc1 | 51%[activator] | -17% | -1%

cpd | Pf growth 48h | HCV inhibitor | Tb PYK inh
1 | u | -12% | 3%
2 | -7% | -1% | -6%
3 | u | -7% | -2%
4 | -8% | 9% | -3%
5 | -25% | u | -4%
6 | u | -6% | 4%
7 | 0% | -4% | 0%
8 | x | -26% | -4%&4%
9 | 1% | 5% | -10%
10 | u | 9% | -1%

# (cont.)
cpd | SMILES | Pf growth 96h | Sm TGR inh | LmPK inh
11 | CCOCCCNC(=O)CN1C(=O)/C(=C/c2ccccc2)Sc2ccccc21 | 49%[activator] | -2% | 6%
12 | CCOC(=O)c1cccc(NC(=O)C2CCC(CNc3c(N4CCOCC4)c(=O)c3=O)CC2)c1 (stereo unspecified) | 2% | -4% | 8%
13 | CC(C)NC(=O)c1ccccc1-c1nc(-c2ccccc2Cl)no1 | -7% | -4% | 4%
14 | COc1cccc(-n2c(SC)nnc2-c2cnccn2)c1 | 3% | -24% | 6%
15 | COc1ccc(CN2CCN(C(=O)c3cccc4ccccc34)CC2)cc1Br | u | 15% | -3%
16 | O=C(C1CN(C(=O)c2cc3cc(Cl)ccc3o2)c2ccccc2O1)N1CCCCC1 (stereo unspecified) | u | 2% | x
17 | C=CCSc1n[nH]c(-c2ccccc2)n1 | 47%[activator] | 7% | -11%
18 | CCOC(=O)C1C2C=CC3(CN(CCc4ccccc4)C(=O)C13)O2 (stereo unspecified) | 22% | -4% | -9%
19 | Cc1cc(Br)c2[nH]c3c(c2c1)CCCC3=O | 29% | 1% | -4%
20 | O=C1CSC(c2ccc([N+](=O)[O-])cc2)N1CCN1CCCCC1 (stereo unspecified) | u | 9% | 3%

cpd | Pf growth 48h | HCV inhibitor | Tb PYK inh
11 | -18% | -22% | -2%
12 | x | 6% | 1%
13 | 13% | -4% | -6%
14 | 0% | -2% | 1%
15 | u | u | -3%
16 | -68% | u | -1%
17 | x | 0% | 0%
18 | -6% | 9% | 1%
19 | x | 10µM* | -1%
20 | 32%[activator] | -2% | 8%

# The list goes on.
cpd | SMILES | Pf growth 96h | Sm TGR inh | LmPK inh
21 | Cc1cccc(OCc2nnc(SCC(=O)N3c4ccccc4CC3C)n2C)c1C (stereo unspecified) | u | u | -2%
22 | Cc1cc(C)c(S(=O)(=O)N2CCOCC2)cc1NS(=O)(=O)c1cc(OCC(N)=O)c(C)cc1Cl | u | 2% | 0%
23 | O=C(CSc1ncn[nH]1)c1ccc(OC(F)F)cc1 | 14% | -7% | 2%
24 | CCCC[n+]1ccn(C2=C([O-])c3ccccc3C(=O)/C2=N\S(=O)(=O)c2ccc(Cl)cc2)c1 | 3.7µM* | -25% | -4%
25 | CC1CCN(Cc2nc(-c3ccccc3)no2)CC1 | 9% | 1% | -3%
26 | COC(=O)CNC(=O)CN1C(=O)N(c2ccc(Cl)cc2)C(N(O)C(=O)Nc2ccc(Cl)cc2)C1(C)C (stereo unspecified) | 2% | 18% | 3%
27 | CCc1ccccc1NC(=O)N[C@H](C(=O)O)C(C)C | -18% | -5% | -11%
28 | O=C(Nc1cccc(O)c1)c1ccc([N+](=O)[O-])cc1Cl | -25% | 1% | -11%
29 | COc1cccc(C(=O)N/N=C(\CC(C)C)c2ccccc2)c1 | -17% | 2% | 6%
30 | O=C(Nc1nncs1)c1ccc(N2C(=O)C3C4C=CC(C4)C3C2=O)cc1 (stereo unspecified) | -1% | 3% | -1%

cpd | Pf growth 48h | HCV inhibitor | Tb PYK inh
21 | u | -40% | 15%
22 | 6% | -3% | 0%
23 | 11% | 17% | -6%
24 | u | u | 1%
25 | 161%[activator] | 24% | -1%
26 | 14% | 14% | -7%
27 | x | 4% | 3%
28 | 272%[activator] | -1% | 6%
29 | 4% | -3% | 0%
30 | 16% | 2% | 10%

# More compounds follow.
cpd | SMILES | Pf growth 96h | Sm TGR inh | LmPK inh
31 | CCCCn1c(N)c(N(CC)C(=O)c2cc(S(=O)(=O)N3CCN(CC)CC3)ccc2Cl)c(=O)[nH]c1=O | -1% | 2% | -2%
32 | CC1CN(C(=O)CSc2nnc(-c3ccc(Cl)cc3)n2C)CC(C)O1 (stereo unspecified) | 31%[activator] | -7% | -7%
33 | O=C(Cn1cc2c(n1)CCCC2)NCCCN1CCN(C2CCCCC2)CC1 | 77%[activator] | -14% | 3%
34 | Cn1c(COc2ccccc2)nc2ccccc21 | -8% | 1% | -2%
35 | Cc1cc(C(=O)NCCCN2CCCC2=O)cs1 | x | 6% | -2%
36 | NC(=O)c1ccc(NC(=O)COC(=O)c2c3c(nc4ccccc24)/C(=C\c2ccc4c(c2)OCO4)CCC3)cc1 | u | -3% | -1%
37 | COC(=O)CC1C(=O)NCCN1C(=O)c1ccc([N+](=O)[O-])cc1 (stereo unspecified) | 5% | -8% | 5%
38 | C=C(C)CN1CCN(c2c(CCC#N)c(C)c(C#N)c3nc4ccccc4n23)CC1 | 43%[activator] | -4% | 5%
39 | CCOc1ccc(Nc2cc(C)nc3c(C)cccc23)cc1 | -22% | 1% | 2%
40 | Cc1cc(C(=O)CN2C(=O)CN(C)C2=O)c(C)n1-c1cccc(S(=O)(=O)N2CCOCC2)c1 | -30% | 2% | -5%

cpd | Pf growth 48h | HCV inhibitor | Tb PYK inh
31 | 11% | 12% | 2%
32 | 3% | -4% | 5%
33 | 20% | -9% | -2%
34 | 39%[activator] | 9% | -1%
35 | 25% | 15% | -5%
36 | u | u | 3%
37 | x | 9% | 5%
38 | 2% | 10% | 1%
39 | u | u | 1%
40 | 4% | u | 4%

# Additional results follow.
cpd | SMILES | Pf growth 96h | Sm TGR inh | LmPK inh
41 | O=C(Nc1ccccc1)c1cnc2n(c1=O)CCS2 | 141% | -7% | -5%
42 | COc1ccccc1NC(=O)C(C)OC(=O)CC1CCCC1 (stereo unspecified) | 31% | 38%[activator] | -17%
43 | CCOc1ccc2c(c1)[N+](C)(C)C(C)(C)C=C2C | -24% | 0% | 2%
44 | CCOC(=O)C1=C(C)Nc2nc(SC)nn2C1c1ccc(C(=O)OC)cc1 (stereo unspecified) | -9% | -1% | -4%
45 | COc1cc(C(=O)Nc2cccc(-c3nnc(-c4ccco4)o3)c2)ccc1OC(C)=O | 3% | -3% | 3%
46 | COc1ccc(CNC(=O)C2CCN(C(=O)c3ccc(F)cc3)CC2)cc1OC | 13% | 1% | x
47 | O=S1(=O)CCN(CCc2c[nH]c3ccccc23)CC1 | -3% | -8% | 0%
48 | Cc1ccc(CNc2ccc(N3C(=O)CCCC3=O)cc2[N+](=O)[O-])cc1 | -15% | -6% | 3%
49 | Cc1cc(C(=O)N2CCOCC2)n(-c2ccccc2)n1 | 5% | 0% | -6%
50 | O=C(Cc1ccccc1)N/N=C/c1ccccc1Cl | u | 16% | -4%

cpd | Pf growth 48h | HCV inhibitor | Tb PYK inh
41 | 94%[activator] | 16% | 0%
42 | 6% | 8% | -15%
43 | 1.2µM* | 0% | 7%
44 | 1% | 10% | 2%
45 | u | u | 1%
46 | u | 3% | 0%
47 | 6% | 4% | 4%
48 | 6% | 10% | -5%
49 | x | 9% | 1%
50 | -23% | -11% | -4%

# Additional records:
cpd | SMILES | Pf growth 96h | Sm TGR inh | LmPK inh
51 | O=C(Nc1ccccc1)N1CCNCC1 | 21% | -10% | 1%
52 | Cc1ccsc1/C=N/NC(=O)C1CC(=O)N(c2ccc(F)cc2)C1 (stereo unspecified) | 4% | -10% | 1%
53 | COc1cc(OC)cc(C(=O)N/N=C\c2ccoc2)c1 | 16% | 13% | -10%
54 | COc1ccccc1N1CCSC1C(N)=O (stereo unspecified) | -11% | 2% | -4%
55 | COc1ccc(-n2c(SCC(=O)Nc3ccccc3)nnc2-c2ccc(NS(=O)(=O)c3ccc(C)cc3)cc2)cc1 | 3.3µM* | 0% | 18%
56 | COC(=O)C1=C(Nc2ccccc2NS(=O)(=O)c2ccc(C(F)(F)F)cc2Cl)CSC1 | 23% | -34% | -2%
57 | Nc1cccc(S(=O)(=O)NC2=NCCC2)c1 | 12% | 5% | 6%
58 | O=C(Cc1c[nH]c2ccccc12)OCCOC(=O)Cc1c[nH]c2ccccc12 | 5.2µM* | 2% | 1%
59 | O=S(=O)(c1cccc(C(F)(F)F)c1)N1CCN(c2nnnn2-c2ccccc2)CC1 | 8.3µM* | 4% | 2%

cpd | Pf growth 48h | HCV inhibitor | Tb PYK inh
51 | 0% | 22% | 2%
52 | 7% | 4% | 0%
53 | -2% | -21% | -10%
54 | 27% | -8% | -6%
55 | x | u | -14%
56 | 9% | 0% | 3%
57 | x | 13% | 2%
58 | u | 20% | 1%
59 | -2% | -25% | -7%
